Source: PubChem BioAssay (several laboratories)
MCL1 BIM primary: MCL1-BIM-BH3 interaction inhibition (human); GST-MCL1 / FITC-Bim-BH3 fluorescence polarization; Q07820; inhibition, % at 10.9 µM; 0.68% of 320,000 active;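 active means inhibition above the mean inhibition of all tested compounds plus 3 SD, set per campaign, cut at about 40% in these data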;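 further: 0% = DMSO wells and 100% = unlabeled Bim-BH3 peptide control; higher means more loss of mP so more displacement of Bim peptide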
Target sequence (Q07820 whole entry, looked up): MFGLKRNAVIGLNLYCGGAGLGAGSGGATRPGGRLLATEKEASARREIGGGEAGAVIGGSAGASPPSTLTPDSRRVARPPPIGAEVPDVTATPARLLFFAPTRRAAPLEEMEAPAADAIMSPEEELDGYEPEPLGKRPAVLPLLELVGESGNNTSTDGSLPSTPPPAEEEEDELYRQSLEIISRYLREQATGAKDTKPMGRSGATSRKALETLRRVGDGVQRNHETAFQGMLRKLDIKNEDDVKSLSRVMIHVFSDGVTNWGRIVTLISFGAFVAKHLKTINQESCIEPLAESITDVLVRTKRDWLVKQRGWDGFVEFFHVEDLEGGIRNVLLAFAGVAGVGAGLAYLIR
AGP1 TOR yeast: alters AGP1-GFP fluorescence in TOR pathway yeast screen; S. cerevisiae AGP1-GFP multiplex flow cytometry, 3 h; GFP as percent of DMSO wells; GFP response vs DMSO, % at 10 µM; 0.02% of 320,000 active; AID 2066;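 active means GFP response relative to DMSO above a set limit, near screen average plus 3 SD, cut at about 150% in these data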;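 further: median GFP channel fluorescence of the gated AGP1 strain per well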
VLA-4 inh: inhibition in a human VLA-4 binding assay. VLA-4 expressing cells, ligand binding flow cytometry. inhibition, % (about 7 µM as worked out from the volumes in the protocol). 0.2% of 330,000 active. AID 2557; in the data active means inhibition above about 50%
CIT2-GFP yeast: alters CIT2-GFP fluorescence in TOR pathway yeast screen | S. cerevisiae CIT2-GFP strain, flow cytometry, 3 h; 100 means same as DMSO wells | GFP response vs DMSO, % at 10 µM | 0.065% of 320,000 active;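 active means GFP response relative to DMSO above a set limit, near the screen mean plus 3 SD, cut at about 150% in these data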;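 further: ratio of well median GFP fluorescence to mean of DMSO wells on the plate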
BCLXL inh: Bcl-xL (human) inhibition; inhibition, % at 10.9 µM; Q07817; 0.7% of 320,000 active; GST-Bcl-xL / FITC-Bim BH3 peptide fluorescence polarization;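 active means inhibition above the mean of all tested compounds plus 3 SD, cutoff set per campaign, cut at about 30% in these data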;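 further: 0% = DMSO wells and 100% = unlabeled Bim-BH3 peptide competitor; inhibitors lower millipolarization by displacing the labeled peptide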
Target sequence (Q07817 whole entry, looked up): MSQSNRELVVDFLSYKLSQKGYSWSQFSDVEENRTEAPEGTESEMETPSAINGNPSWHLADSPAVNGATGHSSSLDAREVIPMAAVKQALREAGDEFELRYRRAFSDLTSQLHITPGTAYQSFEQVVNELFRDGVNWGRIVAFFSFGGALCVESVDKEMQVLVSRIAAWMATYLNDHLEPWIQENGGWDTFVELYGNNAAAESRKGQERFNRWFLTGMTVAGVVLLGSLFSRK
MEX-5 binding: C. elegans MEX-5 TCR-2 RNA binding activity | activity score (negative = inhibition of binding), % at 10 µM | AID 1832 | Q9XUB2 | 0.38% of 300,000 active | MEX-5/FITC-TCR2 RNA binding, fluorescence polarization; stronger effect = lower value;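 active means inhibition past about -25% in most replicates, and total fluorescence under double the plate's negative control median, limit read from the data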;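 further: 0% = DMSO and -100% = 5 µM competing unlabeled TCR2 RNA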
GLD-1 RNA inh: GLD-1-TGE RNA interaction inhibition (C. elegans); inhibition, % at 5.96 µM; 0.44% of 320,000 active; Q17339; purified GLD-1 + fluorescein TGE RNA, fluorescence polarization;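 active means percent inhibition above a per-plate cutoff, the plate mean of test compounds plus 3 SD, cut at about 30% in these data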;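 further: 0% = DMSO wells with GLD-1 and probe and 100% = wells lacking GLD-1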
Target sequence (Q17339 whole entry, looked up): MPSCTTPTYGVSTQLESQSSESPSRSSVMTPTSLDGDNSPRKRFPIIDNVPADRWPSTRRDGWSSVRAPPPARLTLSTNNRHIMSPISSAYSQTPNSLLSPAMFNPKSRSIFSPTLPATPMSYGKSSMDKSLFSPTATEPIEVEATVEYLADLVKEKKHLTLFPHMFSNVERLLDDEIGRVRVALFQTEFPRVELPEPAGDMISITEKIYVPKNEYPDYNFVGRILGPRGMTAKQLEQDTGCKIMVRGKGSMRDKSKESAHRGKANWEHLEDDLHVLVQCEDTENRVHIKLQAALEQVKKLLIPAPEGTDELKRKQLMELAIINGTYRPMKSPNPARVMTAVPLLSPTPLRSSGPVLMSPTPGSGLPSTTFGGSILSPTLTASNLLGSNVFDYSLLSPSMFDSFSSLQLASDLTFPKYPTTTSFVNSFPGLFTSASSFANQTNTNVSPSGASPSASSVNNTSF
Yeast superoxide: lowers age-related superoxide in aged yeast cells | S. cerevisiae aged cells, superoxide DHE fluorescence; stronger effect = lower value | superoxide response (% of plate mean), % at 10 µM | 0.18% of 330,000 active | AID 2690;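 active means superoxide response under a set limit, about three screen SD below normal, cut at about 65% in these data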;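 further: yeast aged for seven days with compound at 30 °C before DHE staining; 100% = average MFI of all compound-treated wells on the plate with controls excluded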
GRK2 inh: human GRK2 inhibition via aptamer displacement. AID 488847. inhibition of aptamer binding, % at 10 µM. bead flow cytometry, FAM-aptamer displacement from GRK2. 0.59% of 330,000 active;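 active means inhibition of aptamer binding above 40%, roughly 3 SD of noise, on plates passing a quality check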;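 further: median bead fluorescence of bound FAM aptamer so fluorescent compounds give negative values; no value below 0 was filed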
Numbers without * were called inactive; . = not tested or not shown. This is a random part of the collection. About 2.1% of those tested had a hit in this group.

Field names: A = MCL1 BIM primary; B = AGP1 TOR yeast; C = VLA-4 inh; D = CIT2-GFP yeast; E = BCLXL inh; F = MEX-5 binding; G = GLD-1 RNA inh; H = Yeast superoxide; I = GRK2 inh
Molecule: COc1ccc(C2CC(=O)C3=C(C2)Nc2ncnn2C3c2ccccc2C)cc1 (centres undefined)
  A: 3	B: 104	C: 4	D: 99	E: 6	F: 1.2	G: 10	H: 95	I: 0
Molecule: CN(C)c1ccc(CNC(=O)C2CCC(CNc3c(N4CCCCC4)c(=O)c3=O)CC2)cc1 (centres undefined)
  A: -5	B: 102	C: -5	D: 96	E: -1	F: -1.3	G: 6	H: 108	I: 0
Molecule: CCN(CC)CCCN(Cc1cc2cc3c(cc2[nH]c1=O)OCCO3)C(=O)Nc1ccc(F)cc1
  A: 1	B: 92	C: 11	D: 92	E: 3	F: -1.7	G: 4	H: 105	I: 1
Molecule: c1ccc(CN=C2NN=C(c3ccccc3)CS2)cc1
  A: 2	B: 91	C: 1	D: 89	E: 6	F: 2.0	G: 1	H: 103	I: 0
Molecule: Cc1ccc(S(=O)(=O)N(C)CC(=O)O/N=C(\N)c2cccnc2)cc1
  A: 2	B: 109	C: 10	D: 110	E: 3	F: -3.9	G: 3	H: 110	I: 3
Molecule: S=C(NCCC(c1ccccc1)c1ccccc1)Nc1ccccc1Cl
  A: 5	B: 96	C: 5	D: 93	E: 4	F: -0.7	G: 9	H: 106	I: 2
Molecule: CCSc1nc2sccc2c(=O)n1-c1ccccc1
  A: -1	B: 96	C: -30	D: 95	E: 4	F: 0.2	G: 6	H: 97	I: 2
Molecule: Cn1c(=O)[nH]c(=O)c2c1nc(N1CCCCCC1)n2CC(N)=O
  A: 0	B: 103	C: 2	D: 104	E: 3	F: -3.5	G: -7	H: 103	I: 0
Molecule: COc1ccnc(Oc2cccc(C(F)(F)F)c2)c1C(=O)N/C=N/OCc1ccccc1F
  A: -10	B: 90	C: 1	D: .	E: -6	F: 0.0	G: -1	H: 95	I: 1
Molecule: CCC1CCCCN1C(=O)CCn1c(=O)oc2ccccc21 (centres undefined)
  A: -6	B: 94	C: -4	D: 100	E: 1	F: 0.2	G: 10	H: 87	I: 0
Molecule: O=C(c1cccc(OCc2ccccc2)c1)N1CCOCC1
  A: 10	B: 99	C: 0	D: 97	E: 8	F: 0.0	G: -4	H: 100	I: 0
Molecule: CCOC(=O)n1ccc(C(=O)Nc2ccccc2F)n1
  A: -2	B: 87	C: 17	D: 98	E: 3	F: 0.2	G: 5	H: 102	I: 1
Molecule: Cn1nc2c3cc(F)ccc3n(Cc3ccc(F)cc3)cc-2c1=O
  A: -1	B: 100	C: 5	D: 100	E: -1	F: 1.7	G: 6	H: 85	I: 0
Molecule: Cc1cccc(C)c1N(CC(=O)NN=C1CCCCCC1)S(C)(=O)=O
  A: 0	B: 93	C: 1	D: 94	E: 5	F: 2.3	G: 2	H: 91	I: 0
Molecule: Cn1c(=O)c2c(nc(CO)n2C)n(C)c1=O
  A: -2	B: 105	C: -2	D: 106	E: 0	F: -0.8	G: -9	H: 97	I: 1
Molecule: COc1cccc(/C(=N/O)C2CC2c2ccc(Cl)cc2)c1 (centres undefined)
  A: 7	B: 105	C: 0	D: 94	E: 5	F: -0.6	G: 8	H: 111	I: 3
Molecule: NC(=S)NN=C(Cc1ccccc1)Cc1ccccc1
  A: 14	B: 112	C: 18	D: 103	E: 6	F: 0.8	G: 4	H: 108	I: 0
Molecule: CCCCCNC(=O)c1ccc2c(=O)[nH]c3c(C(=O)NCC4CCCO4)sc(=S)n3c2c1 (centres undefined)
  A: 14	B: 98	C: -28	D: 103	E: 10	F: -2.4	G: 0	H: 113	I: 1
Molecule: COC(=O)c1ccccc1NC(=S)NC(NC(=O)COc1ccccc1)C(Cl)(Cl)Cl (centres undefined)
  A: -18	B: 100	C: 19	D: 96	E: -22	F: 0.8	G: 13	H: 109	I: 10
Molecule: Cc1cc(OCC(=O)NC2CC(C)(C)NC(C)(C)C2)c(C)cc1Br
  A: 0	B: 102	C: -5	D: 90	E: 0	F: -1.8	G: 4	H: 91	I: 2
Molecule: COCc1cc(CN2CCCC2)c(O)c2ncccc12
  A: 9	B: 100	C: 7	D: 100	E: 0	F: -8.1	G: 2	H: 106	I: 3
Molecule: CCOC(=O)C1CCN(C(=O)c2ccc(C)o2)CC1
  A: .	B: 95	C: 7	D: 95	E: .	F: .	G: 2	H: 89	I: 0
Molecule: N#CCN1CCC/C1=C\[N+](=O)[O-]
  A: 5	B: 107	C: -6	D: 105	E: 3	F: -0.8	G: -3	H: 99	I: 2
Molecule: Cc1cccc(N2C(=O)CC(Sc3nccc(C)n3)C2=O)c1 (centres undefined)
  A: 10	B: 102	C: 7	D: 101	E: 7	F: -1.0	G: 2	H: 111	I: 3
Molecule: Cc1cc(C)n(C(=O)c2cccc(S(=O)(=O)N3CCOCC3)c2)n1
  A: 6	B: 84	C: -5	D: 79	E: 8	F: 1.2	G: 0	H: 110	I: 0
Molecule: O=C(CSc1ccc2ccccc2n1)c1ccc2c(c1)OCO2
  A: 5	B: 90	C: 9	D: 93	E: 3	F: -2.9	G: -6	H: 83	I: 0
Molecule: COc1cc2c(=O)n(CCC(=O)NCC3CCCO3)c(=O)n(CC(=O)Nc3ccc(C)cc3)c2cc1OC (centres undefined)
  A: -2	B: 102	C: 11	D: 97	E: 0	F: -0.9	G: 1	H: 92	I: 0
Molecule: COc1ccc(C)cc1NC(=O)CCNC(=O)Cn1cnc2ccccc2c1=O
  A: -1	B: 106	C: -2	D: 112	E: 3	F: -2.0	G: -5	H: 96	I: 0
Molecule: CC(C)Nc1nnc(SCC(=O)Nc2ccc3c(c2)C(=O)c2ccccc2C3=O)s1
  A: 14	B: 90	C: -64	D: 88	E: 24	F: 0.6	G: 10	H: 151	I: 0
Molecule: O=c1c(O)c(-c2ccccc2)oc2cc(O)cc(O)c12
  A: .	B: 102	C: 25	D: 72	E: .	F: .	G: 6	H: 71	I: 3
Molecule: O=C(CSc1n[nH]c(-c2cccs2)n1)N1CCCC1
  A: .	B: 96	C: 13	D: 90	E: .	F: .	G: 6	H: 105	I: 0
Molecule: Nc1nnc(C(c2ccccc2)c2ccccc2)s1
  A: 10	B: 105	C: -4	D: 106	E: 2	F: -0.4	G: 0	H: 112	I: 0
Molecule: COc1cc(NC(=O)COc2cc(O)c3c(c2)OC(C)(C)CC3=O)cc(OC)c1
  A: 4	B: 101	C: -7	D: 102	E: 5	F: 0.5	G: 10	H: 108	I: 2
Molecule: O=C(COC(=O)/C=C/c1cccs1)Nc1nc(-c2ccccc2)cs1
  A: -9	B: 97	C: 2	D: 103	E: 2	F: -1.2	G: -3	H: 99	I: 0
Molecule: Nn1c(SCC(=O)N2CCCc3ccccc32)nnc1-c1ccc(Cl)cc1
  A: 0	B: 97	C: 3	D: 89	E: -3	F: -2.5	G: 9	H: 87	I: 0
Molecule: O=C(CCCN1C(=O)c2cccc3cccc(c23)C1=O)N1CCN(c2ncccn2)CC1
  A: -3	B: 96	C: 5	D: 109	E: 1	F: -3.5	G: -1	H: 86	I: 0
Molecule: COc1cccc(-c2nc(CS(=O)(=O)CC(=O)NCc3ccc4c(c3)OCO4)c(C)o2)c1
  A: 4	B: 106	C: 4	D: 103	E: 7	F: -2.2	G: 5	H: 97	I: 0
Molecule: COc1ccc(CCNS(=O)(=O)c2cccc([N+](=O)[O-])c2)cc1OC
  A: -2	B: 93	C: 18	D: 96	E: 6	F: -0.6	G: 5	H: 91	I: 2
Molecule: CC(/C=N/Nc1nc2ccccc2[nH]1)=C\c1ccccc1
  A: -10	B: 89	C: 5	D: 84	E: 1	F: 0.0	G: 6	H: 126	I: 0
Molecule: COc1ccccc1C(=O)C1CCCN(C(=O)C2CCCC2)C1 (centres undefined)
  A: 9	B: 98	C: -5	D: 102	E: 7	F: 0.7	G: 0	H: 89	I: 3
Molecule: Oc1cccc2ccc(/C=C/c3c(F)cccc3Cl)nc12
  A: 7	B: 94	C: -7	D: 93	E: 6	F: -0.7	G: -4	H: 106	I: 4
Molecule: O=C(CNC(=O)c1cccc(F)c1)N/N=C/c1cccc([N+](=O)[O-])c1
  A: 0	B: 98	C: -1	D: 103	E: 0	F: -1.6	G: 4	H: 102	I: 3
Molecule: CC(C)C(=O)Nc1cccc(C(=O)N2CCCCC2C)c1 (centres undefined)
  A: 7	B: 113	C: 2	D: 100	E: 0	F: 0.5	G: -2	H: 102	I: 1
Molecule: COc1ccc([C@H]2CC(=O)C=C(c3ccc(OC(F)(F)F)cc3)C2)cc1
  A: 1	B: 100	C: 3	D: 99	E: 2	F: .	G: 1	H: 104	I: 4
Molecule: NC(=O)C(Cc1ccccc1)NS(=O)(=O)c1ccc(N2CCCC2=O)cc1 (centres undefined)
  A: 10	B: 98	C: 4	D: 104	E: 8	F: -1.5	G: 3	H: 103	I: 0
Molecule: CCOC(=O)c1ccc(NS(=O)(=O)c2ccc3c(c2)NC(=O)CCS3)cc1
  A: -5	B: 103	C: 9	D: 107	E: 12	F: -0.6	G: -2	H: 88	I: 3
Molecule: COc1ccccc1C(=O)NC(=O)COC(=O)c1ncc(Cl)c(Cl)c1Cl
  A: 4	B: 98	C: -12	D: 100	E: 3	F: 0.6	G: -1	H: 110	I: 0
Molecule: CCCN(CCC)C(=S)Nc1cc(C(=O)OC)ccc1C(=O)OC
  A: 5	B: 102	C: 4	D: 96	E: 2	F: -0.5	G: 6	H: 105	I: 2
Molecule: COC(=O)/C(=N/Nc1ccccc1C)N1CCCc2ccccc21
  A: -6	B: 104	C: 6	D: 98	E: 2	F: 7.0	G: 2	H: 91	I: 3
Molecule: CC(=O)Nc1ccc(S(=O)(=O)NNC(=O)C(=O)NNc2ccccn2)cc1
  A: 10	B: 111	C: 2	D: 100	E: 2	F: -45*	G: 8	H: 93	I: 0
Molecule: [N-]=C=C1C(=O)NC(=O)C([n+]2ccc(-c3ccncc3)cc2)C1c1ccccc1C(F)(F)F (centres undefined)
  A: 15	B: 97	C: 4	D: 94	E: 14	F: -13	G: 15	H: 137	I: 0

In the list so far, these have a Cl atom.
Field names: A = MCL1 BIM primary; B = AGP1 TOR yeast; C = VLA-4 inh; D = CIT2-GFP yeast; E = BCLXL inh; F = MEX-5 binding; G = GLD-1 RNA inh; H = Yeast superoxide; I = GRK2 inh
Molecule: S=C(NCCC(c1ccccc1)c1ccccc1)Nc1ccccc1Cl
  A: 5	B: 96	C: 5	D: 93	E: 4	F: -0.7	G: 9	H: 106	I: 2
Molecule: COc1cccc(/C(=N/O)C2CC2c2ccc(Cl)cc2)c1 (centres undefined)
  A: 7	B: 105	C: 0	D: 94	E: 5	F: -0.6	G: 8	H: 111	I: 3
Molecule: COC(=O)c1ccccc1NC(=S)NC(NC(=O)COc1ccccc1)C(Cl)(Cl)Cl (centres undefined)
  A: -18	B: 100	C: 19	D: 96	E: -22	F: 0.8	G: 13	H: 109	I: 10
Molecule: Nn1c(SCC(=O)N2CCCc3ccccc32)nnc1-c1ccc(Cl)cc1
  A: 0	B: 97	C: 3	D: 89	E: -3	F: -2.5	G: 9	H: 87	I: 0
Molecule: Oc1cccc2ccc(/C=C/c3c(F)cccc3Cl)nc12
  A: 7	B: 94	C: -7	D: 93	E: 6	F: -0.7	G: -4	H: 106	I: 4
Molecule: COc1ccccc1C(=O)NC(=O)COC(=O)c1ncc(Cl)c(Cl)c1Cl
  A: 4	B: 98	C: -12	D: 100	E: 3	F: 0.6	G: -1	H: 110	I: 0
